Bioassay records from PubChem.
PI5P4Ka inh = blocks human PI5P4K alpha kinase activity | P48426 | PI5P4Kalpha enzyme, ADP-Glo luminescence, 60 min; stronger effect = lower value | max response, % | 330,000 compounds, 1.2% hits; active means max response of -50% or lower; inconclusive means between -30% and -50%; inactive means -30% or higher; further: value at the top dose of about 77 µM; on the % scale 0 is the no-effect control and ±100 the full control effect
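Controls without substrate or without enzyme flank wells where PI5P4Kalpha converts substrate using 5 microM ATP (final). Incubation lasts 60 minutes at room temperature; ADP formed is read by ADP-Glo luminescence.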
GLP-1R agonist = GLP-1 receptor (human) agonism; Potency, µM (series often up to 45.6 µM), inactives show at the top dose activation, usual class: activators; AID 624172; HEK293 GLP-1R CRE-luciferase, luminescence, 4-6 h; cells express a hypersensitive GLP-1R form; 380,000 compounds, 0.007% hits; P43220; further: potency means the concentration at half of the fitted maximal effect; % of control where 0% means no effect
Target sequence (P43220 whole entry, looked up): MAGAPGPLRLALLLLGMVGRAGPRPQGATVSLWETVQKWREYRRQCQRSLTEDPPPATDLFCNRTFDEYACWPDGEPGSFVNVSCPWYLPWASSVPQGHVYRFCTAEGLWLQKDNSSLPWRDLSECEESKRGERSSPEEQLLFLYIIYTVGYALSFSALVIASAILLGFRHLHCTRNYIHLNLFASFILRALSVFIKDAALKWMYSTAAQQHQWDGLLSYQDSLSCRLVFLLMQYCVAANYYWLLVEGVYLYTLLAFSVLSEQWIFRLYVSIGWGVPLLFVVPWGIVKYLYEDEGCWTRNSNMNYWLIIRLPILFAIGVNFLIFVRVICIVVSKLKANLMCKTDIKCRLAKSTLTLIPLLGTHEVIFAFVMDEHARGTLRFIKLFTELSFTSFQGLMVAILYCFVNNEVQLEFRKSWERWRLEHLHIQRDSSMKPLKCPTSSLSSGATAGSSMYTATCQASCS
EPAC1 antagonist = antagonists of human EPAC1. O95398. EPAC1 GEF assay, Rap1b-BODIPY-GDP exchange fluorescence. Potency, µM (series often up to 115 µM), for the others: top-dose activity change, negative = inhibition, hits mostly inhibitors. 360,000 compounds, 0.14% hits;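 further: potency means the concentration at half of the fitted maximal effect; plate controls were vehicle for no effect and positive control for full effect; nearly all actives have a fitted effect of over 50% in size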
GLP-1R inv ag = acts as inverse agonist at human GLP-1 receptor; HEK293 GLP-1R CRE-luciferase, luminescence, 24 h; GLP-1R form is constitutively active; 410,000 compounds, 1.6% hits; AID 624417; Potency, µM (top dose mostly 38.3 µM), for inactives: top-dose activity change, negative = inhibition, usual class: inhibitors; P43220; further: potency means the concentration at half of the fitted maximal effect; on the % scale 0 is the no-effect control and ±100 the full control effect; nearly all actives have a fitted effect of over 55% in size
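GLP-1R inverse agonism mode: basal reporter luminescence in engineered HEK293 cells measured after one day of compound exposure at 37 deg C, with a 12 min room-temperature detection step.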
GLP1R cytotox = cytotoxic in the GLP-1 receptor inverse agonist counter-screen; 410,000 compounds, 0.13% hits; AID 624418; Potency, µM (series often up to 38.3 µM), inactives show at the top dose activity change, negative = inhibition, actives largely listed as inhibitors; HEK293 cAMP-luciferase reporter cells, luminescence, 24 h;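 further: loss of luciferase light is scored as toxicity; potency means the concentration at half of the fitted maximal effect; on the % scale 0 is the no-effect control and ±100 the full control effect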
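MLSMR compounds, 24 hr on cells at 37 deg C/5% CO2; luminescence after luciferase reagent (12 min RT). Inhibition counted as the undesired cytotoxic outcome.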
PTHR1 ag = agonists of human PTHR1 parathyroid hormone receptor | Q03431 | HEK293 GP2 PTHR1 cells, GloSensor cAMP luminescence, 1 h | Potency, µM (series often up to 115 µM), for inactives: at the top dose activation, usual class: activators | 410,000 compounds, 0.075% hits | AID 743266; further: potency means the concentration at half of the fitted maximal effect; nearly all actives have a fitted effect of over 55% in size; some results filed as inactive show a strong effect at the top dose; inactives centre near -15; many of its hits are not listed in these tables
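HEK-293-derived GP2 cells expressing PTHR1 and a GloSensor cAMP reporter, 3,000/well, plated overnight, given luciferin plus IBMX (each 0.5 mM as added) for 1 h at 37 °C, then compound for 1 h at 37 °C. Luminescence was read after 15 min at room temperature.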
PLK1 PBD inh = inhibitors of human PLK1 polo-box domain binding; P53350; Plk1 PBD binding of FITC phosphopeptide, fluorescence polarization; Potency, µM, for the others: max response, negative = inhibition, usual class: inhibitors; 360,000 compounds, 2.8% hits; AID 720504; further: potency means the concentration at half of the fitted maximal effect; series mostly up to about 57 µM; on the % scale 0 is the no-effect control and ±100 the full control effect; nearly all actives have a fitted effect of over 65% in size
IL-2 act = activators of IL-2; IL-2 activation reporter assay, cell-based qHTS; stimulated with anti-CD3/CD4/CD28 beads; in transgenic mouse T cells; activation, % (series mostly up to about 46 µM); 360,000 compounds, 0.065% hits; AID 652025; in the data active means activation above about 50%; inconclusive means mostly about 30% to 49%; further: 0% is about no effect
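Unstimulated transgenic mouse T cells; 60-min compound exposure; bead-based TCR/CD4/CD28 stimulation; 18 h culture, 37 degrees C; dual fluorescence (EGFP, DsRed) plate cytometry.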
EPAC1 ag = agonists of human EPAC1 | AID 720707 | EPAC1 agonist qHTS, biochemical assay; response scale: 100% = response to 6.5 mM cAMP | 360,000 compounds, 0.073% hits | Potency, µM (titrated, usually from 154 µM), for the others: top-dose activation, hits mostly activators | O95398; further: potency means the concentration at half of the fitted maximal effect; nearly all actives have a fitted effect of over 60% in size
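Fluorescent GDP-exchange assay: 100 nM EPAC1 with 250 nM Rap1B preloaded with BODIPY-GDP and 50 uM GDP; compounds tested as concentration series, 5 min at room temperature, then read every 5 min for 30 min (ex 480/em 540 nm); normalized to 6.5 mM cAMP.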
* marks the source's active call; other numbers are inactive results; i = inactive; u = inconclusive. Unless noted, the call rests on the fitted dose curve; in most records, active means well fitted curve in the direction sought with a large enough effect; inconclusive means small, poorly fitted or top-dose-only effect, or another doubt; inactive means no such curve, though single readings can be large; an effect the other way counts as inactive or inconclusive. Some of the compounds tested (hit frequency here may not be typical).

SMILES	PI5P4Ka inh	GLP-1R agonist	EPAC1 antagonist	GLP-1R inv ag	GLP1R cytotox	PTHR1 ag	PLK1 PBD inh	IL-2 act	EPAC1 ag
CC(=O)c1ccc2c(c1)N(CCCN(C)C)c1ccccc1S2	20	5%	-20%	u	-26%	i	-10%	-0.7	-13%
